PfGluPho inh = PfG6PD (Plasmodium falciparum) enzyme inhibition | PfGluPho enzyme, NADPH resazurin-diaphorase fluorescence | hit rate 0.78% among 350,000 | AID 504690 | inhibition, % at 20 µM;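 active = inhibition reaching at least a set limit at 20 µM in the primary screen, cut at about 59% in these data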;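 note: 0% = DMSO wells with substrate and 100% = DMSO wells lacking glucose-6-phosphate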
ATG4B inh = blocks human ATG4B protease cleavage of LC3 substrate | ATG4B cleavage of LC3-PLA2, NBD-HPC fluorescence, 1 h | hit rate 0.51% among 340,000 | inhibition, % at 8.33 µM; in the data active = inhibition above about 40%
SENP6 inh = blocks the human protease SENP6 | inhibition, % at 10 µM | Recombinant SENP6 catalytic domain, aminoluciferin luminescence | hit rate 1.8% among 330,000 | Q9GZR1 | AID 2599;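 active = inhibition above about 50% at the single tested dose, limit read from the data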;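 note: plate controls were DMSO wells with enzyme for no effect and DMSO wells lacking enzyme for full effect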
Target sequence (Q9GZR1 628-1112 limits assumed): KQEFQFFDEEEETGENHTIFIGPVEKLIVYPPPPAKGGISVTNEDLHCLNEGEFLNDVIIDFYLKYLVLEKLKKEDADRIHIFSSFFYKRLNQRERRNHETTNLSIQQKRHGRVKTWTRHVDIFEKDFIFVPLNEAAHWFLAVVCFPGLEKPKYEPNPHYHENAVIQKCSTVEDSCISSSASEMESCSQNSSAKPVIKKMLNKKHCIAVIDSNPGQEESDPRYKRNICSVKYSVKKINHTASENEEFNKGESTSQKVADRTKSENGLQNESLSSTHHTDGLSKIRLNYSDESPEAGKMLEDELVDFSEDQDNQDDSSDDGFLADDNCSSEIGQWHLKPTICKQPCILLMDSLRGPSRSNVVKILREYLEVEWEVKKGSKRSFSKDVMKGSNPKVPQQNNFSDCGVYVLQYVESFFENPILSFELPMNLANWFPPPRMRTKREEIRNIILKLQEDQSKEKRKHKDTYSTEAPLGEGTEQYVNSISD
SENP7 block = inhibitors of human SENP7 protease | recombinant SENP7, Z-RLRGG-aminoluciferin luminescence, 40 min | Q9BQF6 | hit rate 1.5% among 330,000 | inhibition, % at 5 µM;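 active = inhibition above about 50% at the single test dose, limit read from the data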;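 note: plate controls were DMSO with enzyme for no effect and no enzyme buffer wells for full effect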
Target sequence (Q9BQF6 706-1050 limits assumed): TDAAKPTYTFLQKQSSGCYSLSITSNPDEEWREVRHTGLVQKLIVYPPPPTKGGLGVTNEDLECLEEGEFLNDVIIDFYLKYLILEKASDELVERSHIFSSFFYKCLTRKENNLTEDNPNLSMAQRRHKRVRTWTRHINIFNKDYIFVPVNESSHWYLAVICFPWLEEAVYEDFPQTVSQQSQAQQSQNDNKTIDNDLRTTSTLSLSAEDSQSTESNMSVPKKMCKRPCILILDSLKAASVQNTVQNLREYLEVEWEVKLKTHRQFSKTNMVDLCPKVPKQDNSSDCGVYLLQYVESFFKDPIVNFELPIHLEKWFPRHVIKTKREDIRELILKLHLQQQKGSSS
HKDC1 inhibitor = HKDC1 (human) hexokinase inhibition | AID 493160 | Q2TB90 | inhibition, % at 20 µM | hit rate 0.16% among 340,000 | recombinant HKDC1, G6PDH/diaphorase resazurin coupled fluorescence;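 active = inhibition above about 35% when tested at 20 µM, limit read from the data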;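 note: plate controls were DMSO wells with enzyme for no effect and DMSO wells lacking enzyme for full effect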
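Test system: recombinant HKDC1 (HK5) hexokinase enzyme, produced in-house; Amount: enzyme 5 µg/mL final; Buffer or medium: Tris pH 8.0 buffer with MgCl2, Tween-20, BSA, BME; Reagent: glucose and ATP substrates; Doses: 20 µM test compound, 1% DMSO; Incubation: 90 min reaction incubation at room temperature, dark; Detection: resorufin fluorescence at 613 nm.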
MPTP inh = blocks calcium-induced mitochondrial swelling; inhibition, % at 10 µM; hit rate 1.4% among 360,000; AID 602449; isolated mouse mitochondria, Ca2+ swelling absorbance, 30 min;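 active = inhibition of 50% or more, scaled per plate between neutral and stimulator controls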;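 note: 0% = DMSO wells given calcium and 100% = 1 mM EGTA wells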
GRIN3A LBD mod = modulates the human NR3A ligand-binding domain | Tm shift relative to glycine control, % at 25 µM | hit rate 2.5% among 340,000 | NR3A LBD differential scanning fluorimetry, Tm shift; 0% = protein alone, 100% = glycine-bound protein;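 active = melting temperature shift of at least 10% of the positive control shift, at one fixed dose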
SENP8 inh = inhibitors of human SENP8 protease; Q96LD8; recombinant SENP8, Nedd8 substrate fluorescence; inhibition, % at 20 µM; hit rate 0.64% among 360,000; AID 602440; in the data active = inhibition mostly above about 40%, no sharp cut-off; inactive = mostly below about 27%
Target sequence (Q96LD8 whole entry, looked up): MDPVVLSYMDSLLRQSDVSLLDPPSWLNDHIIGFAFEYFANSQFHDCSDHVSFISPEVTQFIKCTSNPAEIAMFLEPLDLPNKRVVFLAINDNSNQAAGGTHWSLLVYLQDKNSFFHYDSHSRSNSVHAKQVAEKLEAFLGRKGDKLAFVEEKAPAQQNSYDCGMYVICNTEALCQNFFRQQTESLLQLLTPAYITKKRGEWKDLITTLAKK
Starred values were filed as active, the others as inactive; i = inactive; . = not tested or not shown.

SMILES	PfGluPho inh	ATG4B inh	SENP6 inh	SENP7 block	HKDC1 inhibitor	MPTP inh	GRIN3A LBD mod	SENP8 inh
CCN1CCCC1CNC(=O)CS(=O)(=O)Cc1nc(-c2ccccc2C)oc1C (stereo unspecified)	14	0	-2	2	-5	-0.3	-1	10
CCOC(=O)c1sc(=NC(=O)c2ccc(F)cc2)n(C)c1C	-1	-5	3	22	-1	0.6	1	-422
Nc1ccc(-n2nc(C(F)(F)F)cc2C(F)(F)F)cc1	3	-4	-1	3	-1	2.5	0	2
Cc1occc1-c1nnc(SCC(=O)Nc2ccccn2)o1	1	-1	-11	-3	-3	-0.9	1	14
COc1ccc(NC(=O)CN(C)C(=O)c2cc(S(=O)(=O)N(C)C)ccc2N2CCCC2)cc1	-18	4	-24	-9	-2	0.2	0	-2
CCCn1c(N)c(C(=O)COC(=O)CCS(=O)(=O)c2ccc(C)cc2)c(=O)[nH]c1=O	-4	-7	-15	8	1	1.1	-1	6
Cc1ccc(C2N(c3ccccc3)C(=O)N3CCCN23)cc1 (stereo unspecified)	3	-3	-12	6	-1	-0.5	0	10
CC(CNC(=O)CN1C(=O)NC2(CCCCC2C)C1=O)c1ccccc1 (stereo unspecified)	13	6	-14	5	-5	-1.7	0	9
CCCOc1c(Br)cc(C(=O)OCc2cc(=O)n3ccsc3n2)cc1OC	1	5	.	.	-6	0.1	-13	-66
CCc1ccc(C(=O)NCC2COc3ccccc3O2)o1 (stereo unspecified)	0	-6	0	-1	-6	0.4	-1	10
CCOC(=O)c1ccc(NC(=O)CSc2ncccn2)cc1	1	-9	-19	-3	-1	3.4	0	17
COc1ccc(CC(O)CC2c3c(cc4c(c3OC)OCO4)CCN2C)cc1 (stereo unspecified)	-10	-2	-3	-1	3	0.1	0	14
CC(=O)c1cccc(NC(=O)COc2nsnc2N2CCOCC2)c1	7	2	-3	1	3	28	0	13
Cc1ccccc1NC(=O)C1COc2ccccc2O1 (stereo unspecified)	4	-3	6	-5	-6	-0.1	1	2
CCCCc1ccc(S(=O)(=O)NC2CCS(=O)(=O)C2)cc1 (stereo unspecified)	13	-9	0	5	1	10	-3	8
COc1cc(C(=O)Nc2sc3c(c2C(=O)NCc2ccco2)CCCC3)cc(OC)c1OC	6	0	6	-10	1	0.3	1	i
Cc1ccc(OCC(=O)N2CCN(S(=O)(=O)c3ccc(Cl)cc3)CC2)c([N+](=O)[O-])n1	2	-7	-14	-5	-8	-0.3	1	11
COc1ccc(C(=O)N/C(=C\c2ccccc2)C(=O)Nc2cccc(C(=O)O)c2)cc1	-16	6	4	-10	-6	-0.5	-1	8
CCCNC(=O)C(CC)NC(=O)c1cccc([N+](=O)[O-])c1 (stereo unspecified)	5	3	-8	-5	-1	0.3	1	8
COc1ccc(CN(C)C(=O)COC(=O)c2cnc(Cl)c(Cl)c2)cc1	-5	12	-11	13	5	-0.9	1	14

Continued; the last three above are carried over.
SMILES	PfGluPho inh	ATG4B inh	SENP6 inh	SENP7 block	HKDC1 inhibitor	MPTP inh	GRIN3A LBD mod	SENP8 inh
COc1ccc(C(=O)N/C(=C\c2ccccc2)C(=O)Nc2cccc(C(=O)O)c2)cc1	-16	6	4	-10	-6	-0.5	-1	8
CCCNC(=O)C(CC)NC(=O)c1cccc([N+](=O)[O-])c1 (stereo unspecified)	5	3	-8	-5	-1	0.3	1	8
COc1ccc(CN(C)C(=O)COC(=O)c2cnc(Cl)c(Cl)c2)cc1	-5	12	-11	13	5	-0.9	1	14
COc1ccc(C(=O)[C@@H]2CC[C@](C)(C(=O)O)C2(C)C)cc1	6	-5	-12	-10	6	-0.8	0	11
O=C(NC1=NCCS1)C1CC(=O)N(c2ccc(F)cc2)C1 (stereo unspecified)	5	3	1	-14	-3	-0.5	2	13
CC1CN(S(=O)(=O)c2cccc(C(=O)NCC(c3cccs3)N3CCOCC3)c2)CC(C)O1 (stereo unspecified)	-5	6	.	.	1	0.1	1	8
O=C(CN1CCN(C(C(=O)Nc2cc(C(F)(F)F)ccc2Cl)c2ccccc2)CC1)NC1CC1 (stereo unspecified)	7	-3	.	.	3	0.3	0	4
CCOC(=O)C1CCN(C(=O)c2ccc3c(Cl)c4c(nc3c2)CCCC4)CC1	20	6	-10	1	-8	-1.2	-28	15
CC1CN(c2ccccc2)c2nc3c(c(=O)[nH]c(=O)n3C)n2C1 (stereo unspecified)	-10	1	-5	-3	0	0.4	-5	24
COc1ccccc1N1CCN(C(=O)CCC(=O)N2CCN(c3ccc(F)cc3)CC2)CC1	13	-3	-14	-12	-4	1.3	2	5
Cc1ccc(N(C(=O)c2snc(C(N)=O)c2N)C(C(=O)NC2CCCC2)c2ccco2)cc1 (stereo unspecified)	-12	21	-17	-4	-1	2.0	-1	-310
CC(C)C(NC(=O)C1CC(=O)N(Cc2ccccc2)C1)c1nc2ccccc2[nH]1 (stereo unspecified)	-25	-5	24	-1	-2	-1.3	1	0
O=c1c(CO)cc(CO)cc(CO)c1O	-8	-4	-1	-2	-5	1.0	-1	9
CCCCCCC(=O)Nc1ccc(Cl)cn1	4	-5	-7	0	4	-1.5	-8	21
CC(C)c1cc(C(=O)N/N=C/c2ccoc2)c(O)c(C(C)C)c1	-2	22	-10	3	-1	23	2	-377
CCn1c(=O)c2c(nc3n2CCCN3CCc2ccccc2)n(C)c1=O	-8	5	-22	1	-4	1.3	-2	4
COCCCN(C(=S)Nc1ccc(OC)cc1)C(C)c1ccncc1 (stereo unspecified)	-12	1	-16	3	-7	0.3	3	25
CN(Cc1cccc(Cl)c1Cl)CC(O)COc1ccccc1 (stereo unspecified)	13	11	11	-8	-1	0.7	7	24
O=C1CCc2cc(S(=O)(=O)N3CCC(C(=O)Nc4nccs4)CC3)ccc2N1	7	-8	-8	-4	2	-1.1	-4	3
Cc1nnc(C)n1/N=C/c1cccnc1	1	-7	-4	-4	-6	0.7	1	0
O=c1oc2ccc(Br)cc2cc1-c1nc2ccccc2o1	-3	-2	-7	-13	4	0.4	2	-266
CCOC(=O)C1(CC2CC2)CCN(Cc2cn[nH]c2-c2cccc(F)c2)CC1	5	-6	-1	0	-8	1.3	-1	12
CC(C)CCNC(=O)CC1C(=O)N(Cc2ccccc2)C(C)c2nc3ccccc3n21 (stereo unspecified)	7	-19	-1	-1	1	-0.3	0	2
O=C(CN1CCN(C(=O)C2CCCO2)CC1)Nc1cc(Cl)ccc1Cl (stereo unspecified)	-11	11	12	-2	0	1.3	-1	12
CCOc1ccc2[nH]c(C)c(CN3CCN(CC)CC3)c(=O)c2c1	24	-13	-6	-11	-2	-0.4	-2	-93
Cc1ccc(NC(=O)c2csc(-c3ccccc3)c2C)cc1	11	-4	.	.	-5	11	-26	10
O=C(Cn1nnc(-c2cccc(C(F)(F)F)c2)n1)N1CCOCC1	-1	19	11	2	-6	0.8	1	3
CCCCc1ccc(NC(=O)C2CCN(S(C)(=O)=O)CC2)cc1	-10	0	-4	-9	-6	2.5	-1	16
COc1ccc(CCCC(=O)N/N=C/c2ccc(C)cc2)cc1	33	-7	-17	-14	1	1.1	1	1
COCC(C)n1c(C)cc(C(=O)COC(=O)c2cccn2C)c1C (stereo unspecified)	-5	0	15	18	1	-1.0	-2	-12
COC(=O)c1ccccc1NC(=O)CSc1nc(O)cc(=O)n1C1CCCC1	-8	3	-4	-7	-7	1.1	-1	2
COc1cccc(CC(=O)OCC(=O)NC2CCCC2)c1	12	-6	0	1	-6	0.1	1	0
O=C(c1cccc2ccccc12)C1CCCN(C(=O)CCc2cnccn2)C1 (stereo unspecified)	4	3	-12	-5	-10	0.4	-1	5
O=C1COc2ccc(C(=O)COC(=O)CCc3ccc(S(=O)(=O)N4CCOCC4)cc3)cc2N1	4	-5	-5	3	5	1.2	0	15
O=c1[nH]oc(O)c1-c1ncc(C(F)(F)F)cc1Cl	-4	-8	6	-8	-7	-1.5	-1	-9
OC(C#Cc1ccccc1)(c1ccccc1)c1ccccc1	-3	14	.	.	-2	0.5	-1	5
CC(NC(=O)c1cccnc1)c1ccc2c(c1)OCO2 (stereo unspecified)	-6	-5	-14	-10	-1	0.5	0	31
O=C(O)c1cccc(NS(=O)(=O)c2ccc3nnn(O)c3c2)c1	-36	5	14	-6	-4	-0.2	1	19
Cc1ccc[n+](C(C(=S)NCc2ccco2)=C([O-])c2ccccc2Cl)c1	26	-2	.	.	5	-0.5	-1	19
CC(=O)Nc1nn(C)c2nc3ccc(C)cc3cc12	0	-6	3	3	5	-0.6	3	-253
N#CC1(NC(=O)COC(=O)CCCN=C2NS(=O)(=O)c3ccccc32)CCCCC1	-23	0	-2	-1	-4	-0.6	0	-2
CC(NC(=O)CNC(=O)C1CCCCC1)c1cccc(Cl)c1 (stereo unspecified)	22	-8	-11	-1	-6	-4.2	3	10
NS(=O)(=O)c1ccc(CNC(=O)c2cc(-c3cccnc3)nc3ccc(Br)cc23)cc1	10	-11	-6	-6	0	0.4	-5	5

Filtered by structure: the entries above with four or more nitrogen atoms (18)
SMILES	PfGluPho inh	ATG4B inh	SENP6 inh	SENP7 block	HKDC1 inhibitor	MPTP inh	GRIN3A LBD mod	SENP8 inh
Cc1occc1-c1nnc(SCC(=O)Nc2ccccn2)o1	1	-1	-11	-3	-3	-0.9	1	14
COc1ccc(NC(=O)CN(C)C(=O)c2cc(S(=O)(=O)N(C)C)ccc2N2CCCC2)cc1	-18	4	-24	-9	-2	0.2	0	-2
CC(=O)c1cccc(NC(=O)COc2nsnc2N2CCOCC2)c1	7	2	-3	1	3	28	0	13
Cc1ccc(OCC(=O)N2CCN(S(=O)(=O)c3ccc(Cl)cc3)CC2)c([N+](=O)[O-])n1	2	-7	-14	-5	-8	-0.3	1	11
O=C(CN1CCN(C(C(=O)Nc2cc(C(F)(F)F)ccc2Cl)c2ccccc2)CC1)NC1CC1 (stereo unspecified)	7	-3	.	.	3	0.3	0	4
CC1CN(c2ccccc2)c2nc3c(c(=O)[nH]c(=O)n3C)n2C1 (stereo unspecified)	-10	1	-5	-3	0	0.4	-5	24
COc1ccccc1N1CCN(C(=O)CCC(=O)N2CCN(c3ccc(F)cc3)CC2)CC1	13	-3	-14	-12	-4	1.3	2	5
Cc1ccc(N(C(=O)c2snc(C(N)=O)c2N)C(C(=O)NC2CCCC2)c2ccco2)cc1 (stereo unspecified)	-12	21	-17	-4	-1	2.0	-1	-310
CC(C)C(NC(=O)C1CC(=O)N(Cc2ccccc2)C1)c1nc2ccccc2[nH]1 (stereo unspecified)	-25	-5	24	-1	-2	-1.3	1	0
CCn1c(=O)c2c(nc3n2CCCN3CCc2ccccc2)n(C)c1=O	-8	5	-22	1	-4	1.3	-2	4
O=C1CCc2cc(S(=O)(=O)N3CCC(C(=O)Nc4nccs4)CC3)ccc2N1	7	-8	-8	-4	2	-1.1	-4	3
Cc1nnc(C)n1/N=C/c1cccnc1	1	-7	-4	-4	-6	0.7	1	0
CC(C)CCNC(=O)CC1C(=O)N(Cc2ccccc2)C(C)c2nc3ccccc3n21 (stereo unspecified)	7	-19	-1	-1	1	-0.3	0	2
O=C(Cn1nnc(-c2cccc(C(F)(F)F)c2)n1)N1CCOCC1	-1	19	11	2	-6	0.8	1	3
O=C(O)c1cccc(NS(=O)(=O)c2ccc3nnn(O)c3c2)c1	-36	5	14	-6	-4	-0.2	1	19
CC(=O)Nc1nn(C)c2nc3ccc(C)cc3cc12	0	-6	3	3	5	-0.6	3	-253
N#CC1(NC(=O)COC(=O)CCCN=C2NS(=O)(=O)c3ccccc32)CCCCC1	-23	0	-2	-1	-4	-0.6	0	-2
NS(=O)(=O)c1ccc(CNC(=O)c2cc(-c3cccnc3)nc3ccc(Br)cc23)cc1	10	-11	-6	-6	0	0.4	-5	5

Screens as filed in PubChem.
